PrPC surface inh – cell surface PrPC inhibition, primary TR-FRET screen | P04156 | TR-FRET read-out | inhibition, % at 13.8 µM | 0.43% of 370,000 active | AID 720596; in the data active = inhibition above about 24%; also: 0% = median of the test wells and 100% = reference compound wells
Mtb UGM inh – inhibitors of M. tuberculosis UDP-galactopyranose mutase; purified UGM, fluorescence polarization probe displacement; P9WIQ1; inhibition, % at 10 µM; 0.06% of 320,000 active; in the data active = inhibition above about 10%, passing the limit was not always enough; inconclusive = no clear call, values can overlap the other calls
Target sequence (P9WIQ1 whole entry, looked up): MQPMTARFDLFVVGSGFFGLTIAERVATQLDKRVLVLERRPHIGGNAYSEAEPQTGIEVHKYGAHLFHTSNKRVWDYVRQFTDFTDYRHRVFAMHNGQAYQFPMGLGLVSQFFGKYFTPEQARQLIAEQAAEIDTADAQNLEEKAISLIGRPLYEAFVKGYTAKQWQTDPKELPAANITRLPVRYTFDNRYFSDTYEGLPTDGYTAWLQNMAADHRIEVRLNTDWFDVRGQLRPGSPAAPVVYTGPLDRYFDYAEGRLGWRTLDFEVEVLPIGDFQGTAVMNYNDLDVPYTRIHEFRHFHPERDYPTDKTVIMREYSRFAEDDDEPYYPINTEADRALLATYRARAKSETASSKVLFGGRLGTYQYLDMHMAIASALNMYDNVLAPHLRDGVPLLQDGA
BoNT A protease – blocks Botulinum neurotoxin A light chain protease; multiplex microsphere protease substrate cleavage, flow cytometry; inhibition, % at 10 µM; 0.17% of 360,000 active; AID 588499; in the data active = inhibition above about 30%; inconclusive = no clear call, values can overlap the other calls; also: plate controls were buffer without enzyme for full effect and enzyme alone for no effect
Mtb BioA inh – inhibitors of Mycobacterium tuberculosis BioA enzyme; purified M. tuberculosis BioA enzyme, plate reader; inhibition, % at 9.99 µM; 0.096% of 360,000 active; in the data active = inhibition above about 40%; inconclusive = no clear call, values can overlap the other calls
BoNT F protease – inhibitors of Botulinum neurotoxin F light chain protease; inhibition, % at 10 µM; Multiplex microsphere protease cleavage assay, flow cytometry; 0.22% of 360,000 active; in the data active = inhibition above about 35%, passing the limit was not always enough; inconclusive = no clear call, values can overlap the other calls; also: plate controls were buffer without enzyme for full effect and enzyme alone for no effect
Mtb FBA inh – Mtb fructose-bisphosphate aldolase inhibition | purified M. tuberculosis FBA, fluorescence read-out | inhibition, % at 1 µM | 2.3% of 360,000 active | P9WQA3; in the data active = inhibition above about 27%;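 also: 0% = vehicle and 100% = reference inhibitor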
Target sequence (P9WQA3 whole entry, looked up): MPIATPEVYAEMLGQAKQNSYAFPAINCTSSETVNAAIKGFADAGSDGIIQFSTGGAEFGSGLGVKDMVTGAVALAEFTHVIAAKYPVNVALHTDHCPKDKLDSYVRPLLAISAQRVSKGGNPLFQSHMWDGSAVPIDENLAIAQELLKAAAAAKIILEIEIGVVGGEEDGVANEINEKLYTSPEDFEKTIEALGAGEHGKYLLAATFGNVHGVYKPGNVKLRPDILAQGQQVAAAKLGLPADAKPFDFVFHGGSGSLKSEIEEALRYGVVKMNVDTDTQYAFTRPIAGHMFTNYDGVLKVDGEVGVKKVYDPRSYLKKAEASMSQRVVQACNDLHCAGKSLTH
FadD28 binding – inhibitors of Mycobacterium tuberculosis FadD28 bisubstrate binding; FadD28 bisubstrate probe binding, fluorescence polarization; inhibition, % at 12.5 µM; 0.22% of 360,000 active; in the data active = inhibition above about 8.5%, passing the limit was not always enough; inconclusive = no clear call, values can overlap the other calls
CCHF vOTU inh – CCHFV vOTU protease inhibition. Pep-AMC fluorescence. 0.55% of 370,000 active. inhibition, % at 11.5 µM. AID 651958; also: 0% = vehicle wells with enzyme and 100% = no enzyme wells
GDH-TPI counter – GDH-TPI coupled enzyme inhibition counter-screen; GDH-TPI coupled enzyme counterscreen, NADH absorbance; inhibition, % at 4.8 µM; 1.2% of 360,000 active; AID 588335;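 also: 0% = DMSO wells and 100% = wells lacking the enzyme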
* = called active by the depositor; ? = inconclusive; / = not tested or not shown; & = joins results of further samples. Rule as the data show it, unless noted: active = inhibition above about 30%; inactive = the rest.

Compound	PrPC surface inh	Mtb UGM inh	BoNT A protease	Mtb BioA inh	BoNT F protease	Mtb FBA inh	FadD28 binding	CCHF vOTU inh	GDH-TPI counter
COc1ccc(C)cc1NC(=O)C(Sc1nnc(Nc2ccccc2F)s1)c1ccccc1 (configuration not stated)	3	0.8	-0.5	/	6	2	-2.7	-8	8
COc1ccc(N(C)C(=O)c2cc3c(s2)-c2ccccc2S(=O)(=O)C3)cc1	4	2.6	0.2	0.4	2	1	-2.8	3	21
O=c1c2ccccc2oc2ccc(C#CC3(O)CCCCC3)cc12	3	-1.2	-0.2	-2.1	5	22	-4.9	-8	17
CC(C)(C)c1ccc(OC(=O)c2cccnc2)cc1	2	0.5	-0.6	0.6	0	-1	-1.5	-6	4
CCCn1nnc(NC(=O)COc2ccc(CC)cc2)n1	4	0.9	0.4	-0.8	-3	0	-1.8	2	5
Cc1cc[n+](-c2[nH]c(=O)sc2/C=N/N=C(\[O-])c2ccncc2)cc1	-39	-0.9	0.7	-0.4	-2	-5	-0.9	31*	25
Cc1nn(-c2nc3ccccc3s2)c(N)c1-c1ccccc1	1	0.0	-0.6	-2.6	-6	1	-0.7	-9	18
CCCC(=O)Nc1ccc(N2CCN(S(C)(=O)=O)CC2)cc1	-5	1.5	-1.0	/	-8	1	-0.7	3	2
Cc1nc2c([N+](=O)[O-])c(C)c(C)cc2[nH]1	-4	0.1	-1.3	/	4	2	-1.2	-7	13
C/C(O)=C\c1nc2ccccc2oc1=O	-2	0.1	0.7	-0.8	2	-7	0.0	11	14
Cc1ccc2nc(NC(=O)CSc3nc4c(c(=O)n3C)SC(C)C4)sc2c1 (configuration not stated)	/	-1.5	0.6	-1.4	-6	3	-0.7	/	18
CCN1CCN(CCOc2ccccc2-c2ccccc2)CC1	-5	0.3	0.3	/	-6	4	-3.2	-2	-3
Cn1c(=O)c2c(ncn2CC(COCc2ccccc2)OCc2ccccc2)n(C)c1=O (configuration not stated)	6	-0.8	?	/	?	4	-1.3	-4	3
CCCCC(O)(c1ccc(OC)cc1)C(CN1CCOCC1)c1ccccc1 (configuration not stated)	0	-0.9	-2.7	2.3	-17	0	/	23	13
CC(=O)c1cccc(NC(=O)/C(=C\c2cccnc2)NC(=O)c2ccco2)c1	-7	1.4	-0.8	/	-4	1	0.9	-3	5
Cn1nnc2cc(C(=O)Nc3ccc(Cl)cc3)ccc21	4	-1.0	0.0	/	-1	7	2.1	15	-1
O=C(CNCC1CCCO1)N1CCN(S(=O)(=O)c2ccc3ccccc3c2)CC1 (configuration not stated)	-8	-1.5	-1.3	-0.1	-14	2	-0.6	1	4
COc1ccc(OC)c(NC(=O)Cn2c(-c3ccc(Cl)cc3)noc2=O)c1	5	-0.2	1.2	/	1	5	-0.5	-7	-2
CCN(Cc1ccc(OC)c(COC)c1)CC1CCCN(CCc2cccc(OC)c2)C1 (configuration not stated)	-5	-0.4	/	-0.9	/	1	0.0	12	6
FC(F)(F)c1ccccc1Cc1c(-c2ccc(Cl)cc2)nc2c3ccccc3ccn12	5	/	1.2	/	2	/	/	-4	/
O=S(=O)(c1ccc(F)cc1)N1CCC(N2CCCC2)CC1	/	4.0	-1.1	0.2	-6	6	-3.0	/	-4
O=C(O)c1ccc(-c2ccccc2Cl)o1	-1	-0.6	0.1	-1.0	-2	-2	-18	5	-4
O=C(CN1CCOCC1)c1ccc(Br)cc1	19	1.1	-1.6	-0.1	12	1	0.3	2	6
CN(Cc1ccccc1F)C(=O)CCNC(=O)c1ccc(C(C)(C)C)cc1	1	-0.1	-0.5	2.6	-5	-1	-4.7	17	-10
CSc1ccccc1NC(=O)Nc1ccccc1Cl	4	1.0	-0.8	-2.1	-3	-1	-1.7	-12	4
COc1ccc2[nH]cc(CCNC(=O)Cc3ccc(F)cc3)c2c1	4	-0.8	2.0	0.4	?	6	0.3	-11	4
COc1ccc([N+](=O)[O-])cc1NC(=O)c1csc(C)c1	-1	-0.3	0.7	-1.8	2	0	-3.1	1	12
Cc1[nH]c2ccccc2c1C(c1ccncc1)N1CCN(c2ccc(F)cc2)CC1 (configuration not stated)	2	0.8	-0.7	-3.1	-7	-1	-1.3	-6	5
CC1CC(C)CN(C(=O)CCCNC(=O)c2ccc(Cl)cc2)C1 (configuration not stated)	-4	-2.3	-2.1	-0.7	-6	2	-1.6	14	0
Nc1ccccc1Nc1cc(-c2ccccc2)nn1-c1ccccc1	6	0.2	-0.7	/	-42	-1	-1.5	3	5
Cc1c(O)c(=O)c2ccccc2n1C	2	0.7	0.0	-1.4	5	150*	0.6	-241	25
Cn1c(=O)[nH]c2c(cnn2C)c1=O	-7	/	-0.1	-0.8	-1	0	0.7	-8	4
CNC(=S)SCCOc1ccccc1C	-1	2.0	-0.1	-0.3	-5	1	-6.6	0	3
Cc1cc(=O)oc2cc(NC(=S)NCc3ccccn3)ccc12	-9	-2.3	0.0	2.2	-4	24	-0.1	-38	9
Cc1nnc(SCC(=O)N(Cc2ccccc2)C(C)C)n1-c1ccccc1	-1	2.7	0.4	2.3	7	1	-2.1	-4	9
CCC(C)NS(=O)(=O)c1ccc(OCC(=O)N2CCCC2)cc1 (configuration not stated)	6	-2.3	-1.6	/	-14	-1	-0.2	-19	-8

Sorted by count of non-hydrogen atoms (largest number first): 3 of the compounds above.
Compound	PrPC surface inh	Mtb UGM inh	BoNT A protease	Mtb BioA inh	BoNT F protease	Mtb FBA inh	FadD28 binding	CCHF vOTU inh	GDH-TPI counter
Cc1nnc(SCC(=O)N(Cc2ccccc2)C(C)C)n1-c1ccccc1	-1	2.7	0.4	2.3	7	1	-2.1	-4	9
CCC(C)NS(=O)(=O)c1ccc(OCC(=O)N2CCCC2)cc1 (configuration not stated)	6	-2.3	-1.6	/	-14	-1	-0.2	-19	-8
COc1ccc([N+](=O)[O-])cc1NC(=O)c1csc(C)c1	-1	-0.3	0.7	-1.8	2	0	-3.1	1	12

Back to the main list with the two entries that preceded the break.
Compound	PrPC surface inh	Mtb UGM inh	BoNT A protease	Mtb BioA inh	BoNT F protease	Mtb FBA inh	FadD28 binding	CCHF vOTU inh	GDH-TPI counter
Cc1nnc(SCC(=O)N(Cc2ccccc2)C(C)C)n1-c1ccccc1	-1	2.7	0.4	2.3	7	1	-2.1	-4	9
CCC(C)NS(=O)(=O)c1ccc(OCC(=O)N2CCCC2)cc1 (configuration not stated)	6	-2.3	-1.6	/	-14	-1	-0.2	-19	-8
COC(=O)c1ccc(CNC(=O)CN(CCC(C)C)S(=O)(=O)c2ccc3c(c2)OCCO3)cc1	-3	1.1	1.6	-0.3	10	-2	-2.7	2	8
Cn1c(=O)c2[nH]c(CN3CCCCC3)nc2n(C)c1=O	6	/	-0.9	/	4	-2	-4.5	-6	8
CCN(CC)S(=O)(=O)c1ccc2oc(C(=O)NC3CCCc4ccccc43)c(C)c2c1 (configuration not stated)	-2	-2.2	-1.1	-2.3	-13	0	-1.7	-17	-1
Cc1cc(C)cc(OCC(=O)OC(C)C(=O)Nc2c(C)n(C)n(-c3ccccc3)c2=O)c1 (configuration not stated)	-4	1.0	9.1	-1.4	?	-2	-3.8	-1	-5
CCC(C)(C)n1nnnc1C(c1cccs1)N1CCN(Cc2ccccc2)CC1 (configuration not stated)	-12	-1.7	0.0	-0.3	-7	1	0.8	25	-4
Cc1ccc([N+](=O)[O-])cc1N=C1C(=O)Nc2ccccc21	-6	2.2	-1.9	1.8	-1	0	-0.2	5	5
Cc1oc(C(=O)O)cc1COc1cccc2cccnc12	-1	-0.1	-0.2	/	1	2	-0.6	-2	6
C=CCNC1=C(Cl)C(=O)N(Cc2ccccc2)C1=O	-3	7.3	1.3	1.8	-3	1	-3.3	1	-2
Cc1cc(C)nc(SCCS(=O)(=O)Cc2ccc(Cl)cc2)n1	1	-0.5	0.6	1.2	4	-2	-1.7	-8	4
CC(C)C(=O)N1CCC2(CC1)Oc1ccc(Cl)cc1C(=O)C21CC(c2cccnc2)=NO1 (configuration not stated)	-6	-1.2	-0.3	-0.2	-4	3	-1.5	-2	8
Cc1cccc(Nc2nnc(-c3ccc(C(=O)N4C[C@H]5C[C@H](C4)c4cccc(=O)n4C5)cc3)c3ccccc23)c1	-26	0.0	1.5	4.1	-20	1	-5.4	4	16
Cc1ccc(NC(=O)CSCC(=O)N2c3ccccc3CCc3ccccc32)cc1	-1	-1.9	1.2	-2.6	-10	-2	-0.5	0	-3
CCn1ncc(Br)c1C(=O)Nc1ccn(C23CC4CC(CC(C4)C2)C3)n1	5	-2.8	0.0	1.0	-4	-5	-4.4	12	-11
CCCCC[C@@H](C)N1C[C@@H](COCc2ccccc2)Oc2cc(N3CCC[C@H]3C(N)=O)ccc2S1(=O)=O	3	/	1.0	/	-4	/	/	24	/
COc1cc(CNCC(O)c2ccccc2)ccc1OCc1ccc(Cl)nc1 (configuration not stated)	-16	2.0	-0.4	2.3	-20	3	-2.5	15	3
COc1ccccc1N1CCN(CCCN2C(=O)C3CCCCN3C2=O)CC1 (configuration not stated)	4	/	0.9	-1.7	-1	-3	-1.7	-4	4
O=C(CCN1CCN(S(=O)(=O)c2ccc(Cl)cc2)CC1)Nc1ccccc1F	-10	-1.2	-0.6	/	-6	2	-4.0	-7	-16
CC(C)(C)[C@@H]1C=C(C(=O)NCc2ccccc2)O[C@H](OCc2ccc(CO)cc2)C1	1	1.3	0.0	1.4&-0.5	-1	3	-2.5	9	3
CCn1nc(C)cc1C(=O)N1CCCC(C(=O)c2ccccc2SC)C1 (configuration not stated)	-2	-1.4	-2.0	6.0	8	0	-16	24	-10
COc1ccc(C)cc1S(=O)(=O)N1CCC(C(=O)NCCC2=CCCCC2)CC1	3	2.3	-0.8	0.3	-8	2	-2.6	-18	1
O=C(CCCCCn1c(=S)[nH]c2cc3c(cc2c1=O)OCO3)N1CCN(c2ccc(F)cc2)CC1	-2	3.5	0.1	-0.9	0	-1	0.0	18	14
O=C1NC[C@@H](CCCCN2C[C@H](Cc3ccccc3)N(CC3CCCCC3)C(=O)C2=O)N(Cc2ccccc2)C1=O	8	/	0.5	/	-1	/	/	15	/
CC(C)OCCCn1c(SCC(=O)Nc2ccccc2C(F)(F)F)nc2nccnc2c1=O	-16	-2.2	0.6	-1.1	0	1	-2.0	16	13
CCOC(=O)c1c(NC(=O)COC(=O)C2CCC2)sc(C(=O)N(C)C)c1C	2	/	-7.7	5.0	-13	2	-1.3	19	2
S=C1NC[C@H](Cc2cccc3ccccc23)N1CC1CCCCC1	4	-3.5	0.5	-1.2	1	0	-2.2	3	7
COC(=O)C1=C(c2ccc(Cl)c(C(F)(F)F)c2)C[C@@H]2CC[C@H]1N2C(=O)N1CCCC1	5	3.3	-0.5	2.5	-6	4	-5.0	6	-13
CC1CCN(C(=O)C(C)OC(=O)CSc2ccc([N+](=O)[O-])cc2)CC1 (configuration not stated)	-6	2.2	-0.1	/	0	3	-0.4	23	20
Cn1nc(CC(=O)NCCN2C(=O)CSC2=O)c2ccccc2c1=O	1	4.2	?	-0.5	0	2	-1.6	-6	9
O=S(=O)(c1ccccc1)N1CCC2(CC1)OCCN2S(=O)(=O)c1cccs1	-8	/	2.6	/	7	9	1.2	8	15
O=C(C1=NN[C@@H]2C(=O)N(c3ccccc3C(F)(F)F)C(=O)[C@H]12)C(c1ccccc1)c1ccccc1	10	-2.7	-0.6	/	-5	0	0.1	-5	11
COC(=O)C(Cc1c[nH]c2ccccc12)NC(=O)CCNC(=O)c1ccco1 (configuration not stated)	5	/	0.1	-1.0	-9	-1	-0.9	-3	8
COc1ccc(OC)c(NC(=O)c2nc(S(=O)(=O)Cc3ccccc3)ncc2Cl)c1	-11	-1.1	0.8	-0.7	0	2	-1.4	19	9
COc1ccc(-c2cnnc(N/N=C/c3ccc(O)cc3)n2)cc1	-24	0.3	0.1	/	1	1	-0.7	5	34*
CN1C2=CC=CC=CC2=[N+](C)C12C([N+](=O)[O-])=CC(=[N+]([O-])[O-])C=C2[N+](=O)[O-] (configuration not stated)	-6	-2.4	7.6	0.8	?	1	-1.2	-6	1

Screening results deposited in PubChem by several laboratories.
